From PubChem
Yeast superoxide: lowers age-related superoxide in aged yeast cells; S. cerevisiae aged cells, superoxide DHE fluorescence; stronger effect = lower value; superoxide response (% of plate mean), % at 10 µM; hit rate 0.18% among 330,000; AID 2690;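 active = superoxide response under a set limit, about three screen SD below normal, cut at about 65% in these data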;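 also: yeast aged for seven days with compound at 30 °C before DHE staining; 100% = average MFI of all compound-treated wells on the plate with controls excluded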
Bcl-xL primary: inhibitors of human Bcl-xL. inhibition, % at 10.9 µM. hit rate 0.7% among 320,000. AID 2129. GST-Bcl-xL / FITC-Bim BH3 peptide fluorescence polarization. Q07817;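 active = inhibition above the mean of all tested compounds plus 3 SD, cutoff set per campaign, cut at about 30% in these data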;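 also: 0% = DMSO wells and 100% = unlabeled Bim-BH3 peptide competitor; inhibitors lower millipolarization by displacing the labeled peptide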
Target sequence (Q07817 whole entry, looked up): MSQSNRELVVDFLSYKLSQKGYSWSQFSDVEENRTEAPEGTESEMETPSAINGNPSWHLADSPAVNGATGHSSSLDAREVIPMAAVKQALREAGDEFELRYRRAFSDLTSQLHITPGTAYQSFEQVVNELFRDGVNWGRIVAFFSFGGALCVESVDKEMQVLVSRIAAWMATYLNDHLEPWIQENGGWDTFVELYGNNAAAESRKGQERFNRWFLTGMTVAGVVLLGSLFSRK
GLD-1 RNA inh: GLD-1-TGE RNA interaction inhibition (C. elegans); inhibition, % at 5.96 µM; AID 2280; purified GLD-1 + fluorescein TGE RNA, fluorescence polarization; hit rate 0.44% among 320,000;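 active = percent inhibition above a per-plate cutoff, the plate mean of test compounds plus 3 SD, cut at about 30% in these data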;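 also: 0% = DMSO wells with GLD-1 and probe and 100% = wells lacking GLD-1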
Target sequence (Q17339 whole entry, looked up): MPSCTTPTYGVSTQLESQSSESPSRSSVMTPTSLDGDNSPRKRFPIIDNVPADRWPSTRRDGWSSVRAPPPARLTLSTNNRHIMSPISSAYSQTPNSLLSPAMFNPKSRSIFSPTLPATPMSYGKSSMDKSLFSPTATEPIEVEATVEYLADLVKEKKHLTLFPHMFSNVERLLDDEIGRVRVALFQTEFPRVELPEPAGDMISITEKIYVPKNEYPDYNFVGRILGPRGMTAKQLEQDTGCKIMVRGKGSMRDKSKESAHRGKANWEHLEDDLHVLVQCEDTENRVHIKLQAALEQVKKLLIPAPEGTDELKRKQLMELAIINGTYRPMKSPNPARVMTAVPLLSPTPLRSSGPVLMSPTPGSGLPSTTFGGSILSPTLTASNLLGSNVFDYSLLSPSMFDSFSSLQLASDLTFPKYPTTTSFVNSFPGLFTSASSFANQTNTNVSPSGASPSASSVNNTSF
Efflux pump inh: antifungal efflux pump inhibition, Nile Red retention; S. cerevisiae Candida pump triplex; inhibition, % at 10 µM; hit rate 0.44% among 330,000; AID 485275;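 active = plate passing quality check with inhibition over a set limit, or well fluorescence over plate mean plus 4 SD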;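 also: Nile Red retained in pooled yeast measured as flow cytometry median fluorescence; 0% = buffer negative control and 100% = Enniatin B positive control; higher means more Nile Red kept so more efflux inhibition; some compounds called inactive have numbers as strong as hits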
EBNA-1 inh: blocks EBNA-1 binding to DNA; EBNA-1 DNA binding, fluorescence polarization; inhibition, % at 14.8 µM; hit rate 0.34% among 300,000; AID 1950; in the data active = inhibition above about 28%
ZTA counter: counter-screen for EBNA-1 inhibitors: inhibitors of Epstein-Barr virus ZTA; ZTA-DNA binding, fluorescence polarization; inhibition, % at 11 µM; hit rate 0.15% among 320,000; AID 2234; in the data active = inhibition above about 33%
MEX-5 binding: C. elegans MEX-5 TCR-2 RNA binding activity; Q9XUB2; MEX-5/FITC-TCR2 RNA binding, fluorescence polarization; stronger effect = lower value; activity score (negative = inhibition of binding), % at 10 µM; hit rate 0.38% among 300,000; AID 1832;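 active = inhibition past about -25% in most replicates, and total fluorescence under double the plate's negative control median, limit read from the data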;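 also: 0% = DMSO and -100% = 5 µM competing unlabeled TCR2 RNA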
Fam108B counter: blocks mouse Fam108B hydrolase in RBBP9 counter-screen; recombinant Fam108B, FP-Rh probe fluorescence polarization; inhibition, % at 9.51 µM; hit rate 0.33% among 300,000;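 active = inhibition above the screen mean inhibition plus 3 SD, computed separately per campaign, cut at about 18% in these data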;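 also: inhibitors lower polarization as less probe binds the enzyme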
MCL1 BIM primary: disrupts human MCL1 binding to BIM-BH3 peptide. Q07820. inhibition, % at 10.9 µM. GST-MCL1 / FITC-Bim-BH3 fluorescence polarization. hit rate 0.68% among 320,000;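 active = inhibition above the mean inhibition of all tested compounds plus 3 SD, set per campaign, cut at about 40% in these data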;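 also: 0% = DMSO wells and 100% = unlabeled Bim-BH3 peptide control; higher means more loss of mP so more displacement of Bim peptide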
Target sequence (Q07820 whole entry, looked up): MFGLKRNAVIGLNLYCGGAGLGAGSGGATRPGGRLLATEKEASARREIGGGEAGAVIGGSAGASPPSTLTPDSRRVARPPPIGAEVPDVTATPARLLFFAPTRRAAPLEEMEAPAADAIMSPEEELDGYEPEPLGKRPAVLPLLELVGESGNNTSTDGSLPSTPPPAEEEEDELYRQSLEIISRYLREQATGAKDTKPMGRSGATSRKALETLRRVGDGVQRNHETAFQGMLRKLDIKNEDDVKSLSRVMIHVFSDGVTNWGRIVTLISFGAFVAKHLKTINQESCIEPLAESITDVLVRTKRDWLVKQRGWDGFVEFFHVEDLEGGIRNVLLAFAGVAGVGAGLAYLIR
Active calls of the source: *; nt = no result given.

SMILES	Yeast superoxide	Bcl-xL primary	GLD-1 RNA inh	Efflux pump inh	EBNA-1 inh	ZTA counter	MEX-5 binding	Fam108B counter	MCL1 BIM primary
COc1ccc(/C(O)=C2/C(=O)C(=O)N(CCCN3CCOCC3)C2c2ccc(OC)cc2)cc1 (configuration not stated)	95.1	1.7	-5.4	0.1	-6.6	-3.0	1.4	-6.5	0.7
CCOc1ccccc1NC(=O)NC1(C(=O)N2CCN3CCCC3C2)CCCCC1 (configuration not stated)	98.2	6.7	6.1	0.1	-1.9	8.0	-1.5	0.8	0.2
CCC(c1nnnn1C1CCCC1)N1CCN(Cc2ccccc2)CC1 (configuration not stated)	108.0	1.8	-11.0	0.2	-9.2	-11.5	-0.1	-1.3	-4.0
CN(CC(=O)OCC(=O)c1c(N)n(C)c(=O)n(C)c1=O)S(=O)(=O)c1ccc(Cl)cc1	78.2	3.1	4.7	-0.1	1.1	-7.0	1.4	-4.2	3.3
COc1ccc2c(C)nc(Nc3nc(C)c(C)c(=O)[nH]3)nc2c1	96.9	9.9	-0.2	0.1	-4.7	-2.1	-0.3	-2.2	5.7
CC(=O)c1ccc(NS(=O)(=O)c2cccc(C)c2)cc1	77.3	-1.0	-7.2	-0.3	-2.4	-8.0	2.0	-0.6	5.0
COc1ccc(N2CC(C(=O)Nc3c4c(nn3-c3ccccc3)CS(=O)(=O)C4)CC2=O)cc1 (configuration not stated)	116.6	0.0	3.2	0.1	-0.1	-11.3	1.4	-5.1	-4.4
COc1ccccc1N1CCN(C(=O)C2C3C=CC4(CN(Cc5ccccc5Cl)C(=O)C24)O3)CC1 (configuration not stated)	102.9	-1.3	4.1	-0.1	-10.3	-10.6	1.7	3.4	-6.8
[O-]/[N+](=C\C=C\c1ccccc1)c1ccccc1	96.1	1.8	2.0	0.3	-6.1	1.3	2.7	-0.9	-0.5
CC1CCN(c2ccc(-c3cccc(NC(=O)c4ccco4)c3)nn2)CC1	93.9	2.9	-1.2	0.1	5.5	4.9	-2.4	-1.8	-3.1
COCCCNC(=S)N(Cc1cccnc1)Cc1ccc(OC)c(OC)c1	107.7	4.2	0.9	-0.1	-1.9	4.7	0.7	2.2	10.2
Cc1ccc(CNC(=S)Nc2cc(C)ccc2OC(F)F)cc1	76.1	5.6	-1.8	-0.2	-2.3	0.7	-1.3	-2.7	10.0
CC(CS(=O)(=O)c1ccccc1[N+](=O)[O-])N1CCOCC1 (configuration not stated)	132.0	4.6	7.5	0.1	-0.8	-13.8	1.8	-0.4	7.0
O=C(c1ccco1)N(Cc1ccc2c(c1)OCO2)Cc1cc2cc3c(cc2[nH]c1=O)OCO3	101.1	5.0	-4.1	0.1	18.3	11.6	-0.1	4.2	9.7
CCOC(=O)Cn1nc(-c2ccc(Cl)cc2)ccc1=O	110.2	-2.6	5.1	0.2	-6.2	5.5	0.9	-3.0	-0.8
CN(Cc1ccccc1)C(=S)Nc1ccc2nc3n(c(=O)c2c1)CCCCC3	93.8	3.6	-0.8	-0.1	10.3	-7.6	0.9	1.2	10.6
Cc1cc(/C=N/n2cnnc2)c(C)n1-c1ccc(OCc2ccc(F)cc2)cc1	112.2	-1.4	0.7	-0.1	7.4	-2.6	-0.8	-4.9	-1.8
CCCCN(C)Cc1c(C(=O)N2CCc3ccccc3C2)nc2ccc(Cl)cn12	101.6	20.5	22.7	0.1	6.0	-7.7	-0.6	6.8	23.5
CCO/N=C(\N)c1[nH]ncc1Br	91.7	-0.6	-5.4	0.0	5.5	-10.8	-0.9	-0.3	2.0
COC(=O)c1c(N=CN(C)C)c(C#N)c2n1CCCC2	124.3	2.1	0.1	0.0	-7.2	-7.3	0.4	0.5	12.3
COc1cccc(NC(=S)NC(=O)c2cccnc2)c1	101.9	5.5	-5.1	-0.1	-2.1	-16.1	1.8	3.1	12.0
Cc1nc(N2CCOCC2)nc(Oc2ccccc2)c1[N+](=O)[O-]	100.1	0.3	2.4	0.0	2.0	-16.2	-3.0	2.1	3.9
Cn1c(=O)n(Cc2ccccc2)c2ccccc21	109.8	2.9	6.5	0.0	-1.8	-19.7	0.9	0.5	-1.0
COc1cc(OC)c(NC2c3ccccc3C(=O)N2c2cc(C)ccn2)cc1Cl (configuration not stated)	109.2	4.1	-0.9	-0.1	1.4	1.7	-0.3	3.0	7.2
COc1ccc2c(c1)C(=O)N(c1ccccc1)C(=O)C2	90.3	-8.8	-3.4	-0.1	1.6	-23.2	-2.1	0.0	-16.8
Cc1cccc(NC(=S)NCC2CCCO2)c1 (configuration not stated)	87.1	4.9	1.6	0.0	9.0	7.3	1.5	2.9	9.7
CC(=O)N1N=C(c2cccc([N+](=O)[O-])c2)OC1c1ccc(Br)cc1 (configuration not stated)	101.0	-5.3	0.8	0.0	3.8	-2.0	1.0	-0.3	-2.2
O=C(c1ccc2c(c1)CCN2S(=O)(=O)c1ccccc1)N1CCN(c2ccccc2)CC1	102.0	4.1	10.1	0.1	-8.3	-4.8	0.6	7.0	6.7
COCCCNCCCOc1ccc(Cl)cc1C(C)(C)C	98.0	-3.9	-1.2	0.4	13.4	1.2	-1.4	4.8	-0.6
Cc1ccc(NC2CCCCC2NS(=O)(=O)c2ccc(Cl)cc2)cc1 (configuration not stated)	89.4	2.6	2.1	0.0	6.0	-18.3	0.4	0.6	-4.2
C=CCN1C=C/C(=C\C=C(C#N)C#N)c2ccccc21	120.2	2.6	26.2	0.2	-5.3	16.8	6.7	-88.4	-18.8
O=C1CN(CC(=O)NC(=O)NCc2ccccc2)CCN1	91.2	-1.7	7.1	-0.2	5.3	-1.9	-0.8	-0.1	-2.7
CCCCOc1ccc(C(NC(=O)OCC)NC(=O)OCC)cc1	90.3	4.4	4.7	0.1	-2.4	-7.0	0.0	3.0	16.7
COc1cc2nc(CN3CCC(Cc4ccccc4)CC3)[nH]c(=O)c2cc1OC	99.8	3.1	0.0	0.0	4.1	12.4	0.9	1.5	4.5
COc1cc2c(C#N)c(N3CCN(C)CC3)nc(N)c2c(N)n1	102.3	19.3	10.3	0.0	10.3	5.7	-0.9	-0.1	21.5
CC1(C)CC(O)C(C(O)c2cccc([N+](=O)[O-])c2)C(C)(C)N1 (configuration not stated)	104.1	0.7	4.0	0.1	0.9	-0.1	0.0	1.0	7.2
Cc1ccc2c(-c3csc(N)n3)c[nH]c2c1	107.7	4.0	-15.7	-0.1	-10.8	-7.2	-0.1	14.0	-3.8
CSc1nnc(CNC(=O)C23CC4CC(CC(C4)C2)C3)n1Cc1ccccc1	100.4	-3.7	0.5	0.1	9.2	-10.9	2.7	2.3	-19.2
N#CCCN(C(=O)CO/N=C/c1cccc([N+](=O)[O-])c1)c1ccccc1	99.1	5.3	2.1	0.1	-3.3	6.0	-1.3	-1.7	6.1
CCOC(=O)C1=C(N)n2c(s/c(=C\c3ccco3)c2=O)=C(C(=O)OCC)C1c1ccco1 (configuration not stated)	121.6	-2.6	-1.1	0.2	-5.9	-8.7	1.5	-2.4	-7.0

An excerpt from above in order of the Bcl-xL primary value, descending.
canonical_smiles | Bcl-xL primary
COc1cccc(NC(=S)NC(=O)c2cccnc2)c1 | 5.5
O=C(c1ccc2c(c1)CCN2S(=O)(=O)c1ccccc1)N1CCN(c2ccccc2)CC1 | 4.1
CC(=O)N1N=C(c2cccc([N+](=O)[O-])c2)OC1c1ccc(Br)cc1 (configuration not stated) | -5.3

Further compounds follow.
SMILES	Yeast superoxide	Bcl-xL primary	GLD-1 RNA inh	Efflux pump inh	EBNA-1 inh	ZTA counter	MEX-5 binding	Fam108B counter	MCL1 BIM primary
COc1cnn(-c2ccc(C)cc2)c(=O)c1Br	97.8	0.0	9.5	-0.1	-5.4	-3.6	-0.3	-0.9	0.1
CC(C)CN(C(=O)COC(=O)c1nc(Cl)ccc1Cl)c1c(N)n(Cc2ccccc2)c(=O)[nH]c1=O	97.8	1.7	2.6	0.1	2.0	-9.5	1.5	0.8	4.9
CCOc1cccc(CN2CCCC(N3CCN(c4cccc(Cl)c4)CC3)C2)c1O (configuration not stated)	92.7	0.7	-1.6	0.0	-3.9	5.4	-2.0	1.6	1.2
COc1cc(C(=O)OCC(=O)NCc2ccc(F)cc2)ccc1OCC(C)C	117.4	1.2	0.3	0.2	2.4	-4.6	0.2	2.5	-11.2
C/C=C\C=C/C(=O)Nc1cccc(C2=NOC3(C2)C[C@@H](C(N)=O)N(C(=O)COc2ccc(Cl)cc2)C3)c1 (some centres not stated)	101.5	-0.8	0.5	0.2	0.9	4.3	3.1	-16.4	8.1
CC1CCN(c2ccc(NC(=O)C3CCCN3S(=O)(=O)c3ccc(F)cc3)cc2)CC1 (configuration not stated)	96.9	5.6	-6.9	0.0	nt	6.8	nt	nt	3.0
CC(C)[C@H](NC(N)=O)C(=O)Nc1cccc([N+](=O)[O-])c1	155.3	3.2	-1.9	0.1	-3.8	-3.6	2.8	3.2	0.3
CCN(CC)CCNC(=O)c1ccc(Cl)c(S(=O)(=O)N2CCCCCC2)c1	101.8	5.5	-3.2	0.1	-8.6	19.9	-0.6	-0.8	0.4
COc1ccc(-c2c[n+]3c4n2CCCCC4=C(c2ccc(Br)cc2)C3)cc1	80.8	-0.2	-0.9	0.4	-2.1	-0.7	1.5	4.2	2.5
Cc1nn(CC(=O)NCCCN2CCOCC2)c(C)c1[N+](=O)[O-]	95.8	0.4	-1.4	0.2	-9.8	-2.9	0.9	-0.7	-1.7
CN(C)C(=O)c1c(C(F)(F)F)nn(C)c1Cl	94.4	8.4	-10.0	0.1	7.9	-2.2	-0.7	-0.7	1.6
CCOc1ccc(C(=O)OC2CCCN(C)C2)cc1 (configuration not stated)	98.0	4.4	2.8	-0.1	1.0	8.1	-2.3	0.5	0.8
C/C(=N/O)c1cc(C(C)(C)C)c(O)c(C(C)(C)C)c1	116.5	5.8	-1.1	0.2	-0.7	-5.0	1.7	2.6	4.1
CCC1CCc2c(sc3ncnc(N4CCOCC4)c23)C1 (configuration not stated)	97.0	0.1	4.1	0.3	-20.9	-7.9	0.6	-0.5	8.4
Cc1cc(C(=O)Nc2cccnc2Cl)on1	100.1	0.8	7.8	-0.3	-3.5	-13.9	-2.0	4.0	-0.8
Cn1c(SCc2nc3ccccc3c(=O)[nH]2)nc2ccccc21	88.1	-6.3	-2.8	0.0	-2.4	15.3	0.7	-0.9	-0.4
COC(=O)c1ccc(NC(=O)CSc2nnc(C)n2CC2CCCO2)cc1 (configuration not stated)	86.0	3.9	2.3	-0.1	2.9	-5.9	1.4	1.0	4.0
CN(C)S(=O)(=O)CC12CCC(CC1=O)C2(C)C (configuration not stated)	97.1	8.6	-5.1	0.0	-4.5	4.4	-1.3	1.8	-1.1
COc1ccc(CCC(=O)N2CCN(C(=O)c3ccccc3)CC2)cc1	88.1	-1.4	3.8	0.0	0.1	7.2	2.4	2.8	1.6
Cc1ccc(S(=O)(=O)NCCC2=CCCCC2)cc1C(N)=O	108.7	7.0	2.1	-0.3	4.7	-3.3	-1.4	-2.1	6.3
O=C(NN1C(=O)C2C3C=CC(C3)C2C1=O)c1cccc(Cl)c1 (configuration not stated)	100.7	1.6	4.0	-0.1	-12.0	-10.3	3.7	-2.9	0.8
CCN1CCN(c2ccc(S(=O)(=O)N3CCCCC3)cc2NC(=O)c2ccc(OC(F)F)cc2)CC1	97.5	-19.1	-0.6	0.2	-4.3	1.3	-1.2	0.3	-24.2
Cc1csc(NC(=O)c2ccc(Cl)cc2[N+](=O)[O-])n1	96.3	3.9	4.5	0.0	-6.2	2.5	-1.9	2.8	1.2
